Screening data (PubChem BioAssay)
M1 antag: blocks the rat M1 muscarinic receptor response to acetylcholine; P08482; CHO-M1 cells, Fluo-4 calcium, ACh EC80 antagonist mode; active compounds read low; B-score at 10 µM; hit rate 3.4% among 64,000;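 active = calcium fluorescence response, raw or row-and-column corrected B-score, differing from the plate sample mean either way at a set confidence level, mostly lower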
Ec RNAP inh: blocks E. coli RNA polymerase transcription | P0A8V2 | fluorescence transcription assay | inhibition, %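 (tested at 10 µM)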 | hit rate 0.2% among 62,000; in the data active = inhibition above about 20%;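 note: 0% = enzyme without compound and 100% = no enzyme blank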
Target sequence (P0A8V2 whole entry, looked up): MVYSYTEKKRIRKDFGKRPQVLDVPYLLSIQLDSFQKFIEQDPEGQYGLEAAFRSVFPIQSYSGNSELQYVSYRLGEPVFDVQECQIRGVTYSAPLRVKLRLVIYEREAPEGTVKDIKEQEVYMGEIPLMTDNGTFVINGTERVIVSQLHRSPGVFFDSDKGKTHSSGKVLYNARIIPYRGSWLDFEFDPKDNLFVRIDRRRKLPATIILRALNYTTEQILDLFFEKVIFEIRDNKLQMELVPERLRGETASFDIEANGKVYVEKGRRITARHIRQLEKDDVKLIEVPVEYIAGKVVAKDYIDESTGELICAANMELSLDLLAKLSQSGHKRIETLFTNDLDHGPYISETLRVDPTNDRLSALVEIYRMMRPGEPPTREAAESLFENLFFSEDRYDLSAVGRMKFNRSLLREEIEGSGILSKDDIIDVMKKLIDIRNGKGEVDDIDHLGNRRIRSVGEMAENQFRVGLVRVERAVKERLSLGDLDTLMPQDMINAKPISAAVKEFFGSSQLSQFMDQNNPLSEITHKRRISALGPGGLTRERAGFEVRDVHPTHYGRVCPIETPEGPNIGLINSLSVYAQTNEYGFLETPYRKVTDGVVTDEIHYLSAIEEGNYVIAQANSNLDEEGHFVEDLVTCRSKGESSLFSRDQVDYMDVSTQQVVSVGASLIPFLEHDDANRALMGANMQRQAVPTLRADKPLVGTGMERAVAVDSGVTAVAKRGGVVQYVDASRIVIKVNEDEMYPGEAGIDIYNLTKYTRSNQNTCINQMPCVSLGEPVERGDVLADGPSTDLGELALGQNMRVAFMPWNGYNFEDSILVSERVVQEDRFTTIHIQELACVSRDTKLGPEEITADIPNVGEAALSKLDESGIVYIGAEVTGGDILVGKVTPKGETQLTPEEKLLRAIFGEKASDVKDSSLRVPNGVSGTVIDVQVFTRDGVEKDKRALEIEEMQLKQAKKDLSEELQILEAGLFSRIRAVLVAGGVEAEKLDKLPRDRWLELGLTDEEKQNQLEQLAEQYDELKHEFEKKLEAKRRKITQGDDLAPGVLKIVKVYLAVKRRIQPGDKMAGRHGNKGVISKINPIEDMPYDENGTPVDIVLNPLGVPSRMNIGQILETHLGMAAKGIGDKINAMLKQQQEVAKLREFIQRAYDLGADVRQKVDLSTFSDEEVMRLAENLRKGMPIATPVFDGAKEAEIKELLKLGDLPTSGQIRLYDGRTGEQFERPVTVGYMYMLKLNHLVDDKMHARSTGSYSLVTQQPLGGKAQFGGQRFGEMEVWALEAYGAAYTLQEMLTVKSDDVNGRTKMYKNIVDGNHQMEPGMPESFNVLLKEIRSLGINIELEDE
RORA act: RORA (human) activation; P35398; CHO-K1 Gal4-RORA LBD luciferase reporter, luminescence; percent increase over mock-subtracted basal signal; activation, % at 10 µM; hit rate 1.5% among 65,000; AID 560;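 active = activation above the mean of all tested compounds plus 3 SD, cut at about 49% in these data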;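 note: 0% = DMSO-treated RORA cells and 100% = added signal equal to DMSO minus mock-transfected cells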
M1 ag: agonists of M1 muscarinic receptor | AID 626 | B-score at 10 µM | hit rate 3% among 64,000 | CHO-M1 cells, Fluo-4 calcium fluorescence, agonist mode; active compounds read high;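 active = fluorescence rise, raw or as B-score row- and column-corrected plate score, outside the 99.7% band of its plate's samples, either direction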
Fluor 339 460: intrinsic fluorescence of library compounds, ex339/em460 – biochemical, MLSMR library, data from DPM-DC assay, artefact control, profiling panel | compound autofluorescence, ex339/em460 nm, NADH buffer; active compounds read high; 1 = no-compound wells, NADH background | fluorescence fold increase at 10 µM | hit rate 5.5% among 65,000 | AID 709;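 active = at 10 µM, mean starting fluorescence two-fold or more over control wells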;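 note: signal is the first read of a kinetic run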
SF-1 act: activates the human nuclear receptor SF-1 | Q13285 | CHO-K1 Gal4-SF-1 LBD luciferase reporter; % increase over DMSO SF-1-specific signal | activation, % at 10 µM | hit rate 1.9% among 65,000 | AID 522;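 active = activation above the mean activation of all tested compounds plus 3 SD, cut at about 50% in these data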
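Assay system: CHO-K1 cells co-transfected with Gal4 DBD–human SF-1 LBD, 5xGal4 luciferase reporter / Input: 4,000 cells per well / Incubation: 20 h compound exposure at 37 °C after 1 h cell settling / Detection: SteadyLite luciferase luminescence / Control set: DMSO negative control and −SF1 background wells / Replication: one test per compound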
tolC growth inh: growth inhibitors of E. coli BW25113 tolC mutant. OD615. growth inhibition, % at 10 µM (by protocol). hit rate 2.2% among 65,000. AID 573;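 active = growth inhibition at or above a cutoff equal to the mean over every tested compound plus 3 SD, cut at about 60% in these data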;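 note: growth measured after 20 h incubation at 37 °C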
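Test system: E. coli BW25113 ΔtolC::kan bacteria | Medium: Kanamycin-containing LB broth (50 µg/mL) | Dosing: One dose of 10 µM final | Times: 20 h incubation with compound, 37 °C | Detection: Optical density read at 615 nm | Read-out basis: Percent growth inhibition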
TNAP act DEA: activates human TNAP at intermediate phosphate acceptor concentration; 64,000 tested, under 10 active; AID 813; activation factor at 20 µM; purified TNAP, CDP-star luminescence, 100 mM DEA, 30 min; active compounds read high; scale: 0 levamisole-inhibited, 1 vehicle-only enzyme; P05186;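 active = activation factor of at least 2 at 20 µM, relative to controls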
NADH coupling: inhibitors of enzymes used to reach an NAD/NADH endpoint; IC50, µM (highest dose often 10 µM), without a hit: top-dose inhibition; coupled PK/LDH NADH assays, four targets; hit rate 0.02% among 65,000; AID 774;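 active = single-dose screening hits from any of four coupled enzyme assays that gave an IC50 when retested across doses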;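 note: the DPM-DC format reads NADH fluorescence rather than 340 nm absorbance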
* marks the source's active call; other numbers are inactive results; . = not tested or not shown; [ ] = another dose, or the depositor's remark.

SMILES,M1 antag,Ec RNAP inh,RORA act,M1 ag,Fluor 339 460,SF-1 act,tolC growth inh,TNAP act DEA,NADH coupling
O=C(CN1CCN(CC(=O)Nc2ccccc2C(F)(F)F)CC1)Nc1ccccc1F,-0.071,5,-16,0.3,1.3,-12,7,1,3%
O=C1CC(=O)N(Cc2ccco2)C(=O)N1,0.41,0,8,3*,1.1,5,-8,0.9,8%
CCCC(=O)NCc1ccc2c(c1)cc(C)n2C,0.38,6,-8,0.39,1.1,3,12,.,4%
Nc1ccc(OCc2ccccc2)cc1,0.45,2,2,-0.13,0.99,12,-8,0.9,4%
COc1ccc(-n2c(Cc3cccn3C)nnc2SCC(=O)Nc2ccc(F)cc2F)cc1,0.83,-2,-17,-0.076,1.1,1,17,1,8%
COc1ccc(C)cc1S(=O)(=O)N(CC(=O)O)c1ccc(F)cc1,0.028,-4,-19,-0.21,1.1,5,7,0.9,0%
CCCCCOC(=O)CSc1nc2c(c(=O)[nH]c(=O)n2C)n1CCc1ccccc1,-0.028,.,-6,0.66,1.1,-2,4,.,6%
COc1ccc(S(=O)(=O)N2CCC(C(=O)NC3CC3)CC2)cc1Cl,0,9,0,0.035,1.1,-9,-11,0.9,3%
O=C(NC1CCN(Cc2ccccc2)CC1)c1ccccc1F,0.5,-1,-12,-0.062,1.1,-12,-10,1,1%
CCn1c(=O)c(=O)[nH]c2cc(C(=O)NC3CCCc4ccccc43)ccc21 (stereo not drawn),-1,-6,8,0.65,1.5,-5,12,1,12%
CCCCC(=O)Nc1ccc(Cl)cn1,-0.71,-11,3,0.51,1.1,5,-1,0.9,9%
O=[n+]1c2c(n([O-])c3c1CCCC3)CCCCC2,0.68,3,8,1.3,1.1,14,-16,0.9,6%
Cc1nc2c(c(=O)n1Cc1ccco1)c1nc3ccccc3nc1n2Cc1ccccc1,0.92,0,-8,-1.3,2.6*,-2,15,1,11%
Cn1c(=O)n(C/C=C/c2ccccc2)c(=O)c2c1nc1n2CCCN1Cc1ccccc1,0.26,12,-1,0.08,1.1,-17,24,0.9,5%
Cc1ccc(S(=O)(=O)NCC(c2cccnc2)N(C)C)cc1 (stereo not drawn),0.0025,2,-3,-0.9,0.99,-1,-14,0.9,2%
COc1ccccc1-c1nnc(NC(=O)C(C)C)s1,1.2,8,14,-0.14,1.9,12,8,0.8,9%
CCCCCN(C(=O)NC(=O)Nn1cnnc1)S(C)(=O)=O,-0.21,3,-11,0.046,1.1,-9,-4,0.9,6%
CCOC(=O)C(C)Sc1nc2c(c(=O)[nH]c(=O)n2C)n1C/C=C(/C)Cl (stereo not drawn),0.12,4,-13,-0.18,1.2,-3,10,0.9,5%
C=C(C)Cn1c(SCC)nc2ccccc2c1=O,-4.1*,2,-4,0.4,1.1,-11,25,0.9,2%
CCOC(=O)c1c(CN2CCCCC2)n(C)c2ccc(OC)c(S(=O)(=O)c3ccccc3)c12,1,2,-2,0.32,1.2,-8,3,1.1,3%
O=C(NCc1nc2ccccc2[nH]1)c1ccco1,0.13,25*,3,0.84,1,-8,.,0.9,2%
COc1cc(C2CC(=O)NC3=C2C(=O)CC(C)(C)C3)ccc1O (stereo not drawn),0.57,2,-7,0.39,1,2,-29,0.9,11%
C=CCNC1=C(Cl)C(=O)N(c2ccccc2Cl)C1=O,-0.02,4,24,-1.3,1.5,3,-3,0.9,6%
O=C(CN1C(=O)CSc2ccccc21)Nc1ccc2c(c1)OCCO2,0.52,4,-16,2.7,1.1,20,-1,0.9,5%
O=C(NCCCNCc1ccccc1)/C(=N\O)c1ccccc1,0.1,1,-10,0.99,1.1,6,-4,0.9,2%
COc1ccc2c(c1)c1c3n2CCN(C)C3=NCC1,-0.47,5,-15,-0.028,1.3,-15,-24,0.9,12%
Cc1ccc2[nH]c(=O)c(-c3nc4c(C)cccn4c3NCc3ccco3)cc2c1,-0.72,7,32,-0.4,1.1,10,17,0.9,4%
CN1CCN(c2ncnc3c2cnn3-c2ccc(Cl)cc2)CC1,-1.1,-10,-22,2.9*,1,-2,-14,0.9,3%
C/C=C/c1ccccc1OCc1ccc(C(=O)O)o1,0.27,3,-1,0.055,1,-2,11,0.9,5%
CCc1nnc(NC(=O)C(C)Sc2ccccc2)s1 (stereo not drawn),-1.8,6,-12,1.2,1,-21,1,0.9,4%
CC(C)CCOCC1CC2(CC(C)(c3csc(N)n3)OC2=O)C(=O)O1 (stereo not drawn),0.38,8,-24,0.46,1.1,-9,-11,0.8,3%
Cc1cc(C)n(-c2nc3ccccc3c(=O)n2OCCOc2ccccc2)n1,0.028,-13,9,-0.25,1.2,-6,-3,0.9,2%
COc1cc(-n2nnnc2SCC(=O)N2CCN(c3ccc(F)cc3)CC2)c(OC)cc1Cl,0.021,11,9,-0.28,1.1,4,11,0.9,4%
CN(C)S(=O)(=O)N1CCN(C(=O)N(c2ccccc2)c2ccccc2)CC1,0.53,-2,-5,-1.3,1.1,-2,-6,0.9,3%
Cc1occc1-c1nnc(SCC(=O)NCCc2ccccc2)n1C(C)c1ccccc1 (stereo not drawn),-0.42,7,11,-0.021,1,-2,13,0.9,9%
O=C(NCCOC(=O)c1ccc(S(=O)(=O)N2CCOCC2)cc1)c1cccnc1,-0.46,-11,-16,0.7,1.1,-14,-9,1,5%
CC(C)CC(NC(=O)OC(C)(C)C)C(=O)NC(C(=O)NC(C)C(N)=O)C(C)C (stereo not drawn),-1.7,5,-13,-0.24,1,8,-1,1,4%
Cc1n[nH]c(C)c1S(=O)(=O)Nc1ccc2c(c1)OCCO2,2.3*,3,-14,0.34,1.1,1,-5,0.9,4%
CC(Nc1ccc(Br)cn1)c1cc(Cl)ccc1O (stereo not drawn),.,8,5,.,1.1,-8,100*,0.8,4%
CCc1nc2oc3ccccc3c(=O)c2c(=O)n1Cc1ccc(OC)cc1,0.022,.,8,-0.13,1.1,-18,-13,0.9,4%
CCCc1[nH]nc2c1C(c1ccc(O)cc1OCC)C(C#N)=C(N)O2 (stereo not drawn),0.15,1,-6,-0.25,1.2,3,18,0.6,2%
O=C1CCC(=O)N1CC(=O)N1c2ccccc2Sc2ccccc21,-0.81,-5,-5,-0.46,1.1,2,-4,1,1%
Cc1sc2ncn(CC(=O)N(CC(=O)NC3CCCC3)Cc3cccs3)c(=O)c2c1C,0.47,11,-2,1.5,1.1,-8,21,0.9,7%
Cc1c(N(C)C(=O)C23CC4CC(CC(C4)C2)C3)c(=O)n(-c2ccccc2)n1C,-0.083,-1,8,-0.076,1.2,9,0,0.9,3%
Cc1cc2nc3c(nc2cc1C)C1(C(=O)O)CCC3(C)C1(C)C (stereo not drawn),0.74,4,6,-0.13,1,11,-11,1,3%
O=C(CCNS(=O)(=O)c1ccc(Cl)cc1)N1CCC2(O)CCCCC2C1 (stereo not drawn),0.44,.,-3,-0.33,1.1,-14,-8,1.1,6%
Cc1ccc(OCCC(=O)Nc2c(C)n(C)n(-c3ccccc3)c2=O)cc1,0,5,-8,-0.4,1.1,-6,-18,1,3%
CC12C(=O)N(Cc3ccccc3)C(=O)C1C1C=CC2C1 (stereo not drawn),-0.4,5,-5,-0.48,1.1,18,6,0.9,5%
COc1cccc(NC(=O)C2CCCN2C(=O)OCc2ccccc2)c1 (stereo not drawn),-0.11,.,-6,0.05,1.1,-10,-9,.,9%
Cc1cccc(N2CCN(C(=O)c3ccc(NS(=O)(=O)c4c(C)noc4C)cc3)CC2)c1C,-1,-17,5,-1.3,1.1,12,84*,0.9,3%
CN(C)c1ccc(-c2noc(-c3ccccc3O)n2)cc1,-0.12,-1,5,-0.48,5.3*,18,-16,0.9,8%[fluoresces]
COc1cccc2sc(Nc3nnc(-c4cccs4)o3)nc12,-1,-5,3,-0.054,1.6,-38,-20,1,11%
C=CCN1C(=O)CSc2ccc(C(=O)NCc3ccco3)cc21,-0.018,8,-6,0.6,1.1,1,-3,0.9,6%
COc1ccc(OC)c(NC(=O)CSc2nnnn2-c2ccc3c(c2)OCO3)c1,0.047,7,-80,-0.017,1.1,-91,-16,0.9,5%
Cc1ccc(NC(=O)CSc2nnc([C@@H]3CCCN3C(=O)OC(C)(C)C)o2)c(C)c1,-0.28,12,0,-0.28,1.1,6,4,0.9,6%

Complete entries as entered above. Screens in order: M1 antag, Ec RNAP inh, RORA act, M1 ag, Fluor 339 460, SF-1 act, tolC growth inh, TNAP act DEA, NADH coupling
Results for Cc1n[nH]c(C)c1S(=O)(=O)Nc1ccc2c(c1)OCCO2 → 2.3*, 3, -14, 0.34, 1.1, 1, -5, 0.9, 4%
Results for CCc1nc2oc3ccccc3c(=O)c2c(=O)n1Cc1ccc(OC)cc1 → 0.022, ., 8, -0.13, 1.1, -18, -13, 0.9, 4%
Results for CCCc1[nH]nc2c1C(c1ccc(O)cc1OCC)C(C#N)=C(N)O2 (stereo not drawn) → 0.15, 1, -6, -0.25, 1.2, 3, 18, 0.6, 2%
